Source: PubChem BioAssay
C1s block – blocks human complement C1s protease activity | P09871 | purified C1s, fluorogenic AMC substrate, pooled mixtures | mean inhibition % of two 10-compound mixtures (hits give high values), % at 5 µM (by protocol) | hit rate 0.16% among 62,000;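 active = inhibition above 20% in each of the two 10-compound mixture wells holding the compound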;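 also: 0% = enzyme wells lacking compound mixture and 100% = no-enzyme blank wells; some compounds called inactive have numbers as strong as hits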
CatG inh – blocks human cathepsin G enzyme activity. hit rate 0.2% among 62,000. P08311. inhibition, % at 5 µM (by protocol). AID 581. purified enzyme, AMC-tetrapeptide fluorescence, pooled mixtures;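 active = inhibition above 20% in each of the two mixture wells holding the compound; inactive = inhibition of 20% or less in either well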;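 also: 0% = enzyme control without mixture and 100% = blank lacking enzyme; strong numbers were not always called active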
CatL block – inhibitors of human cathepsin L. purified cathepsin L, fluorogenic substrate, fluorescence. inhibition, %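 (tested at 10 µM)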. hit rate 0.17% among 58,000; in the data active = inhibition above about 45%;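 also: 0% = enzyme with no compound and 100% = no enzyme blank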
DUSP1 inh – blocks human MKP-1 phosphatase activity; P28562; recombinant MKP-1, OMFP hydrolysis fluorescence; inhibition, %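 (compounds tested at a single concentration somewhere between 10 and 100 µM)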; hit rate 0.15% among 65,000; AID 374;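 active = inhibition above about 50%, limit read from the data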;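 also: 0% = DMSO max control wells and 100% = wells with enzyme stopped by NaOH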
5HT1a ag – activates the human 5-HT1a serotonin receptor | CHO 5-HT1a Ga15 NFAT-bla reporter, FRET ratio; 0% basal, 100% maximal reference agonist | hit rate 0.56% among 65,000 | P08908 | activation, % at 10 µM;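 active = activation above the screen-wide mean activation plus 3 SD, cut at about 19% in these data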;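 also: 0% = DMSO wells and 100% = 5-CT at EC100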
Target sequence (P08908 whole entry, looked up): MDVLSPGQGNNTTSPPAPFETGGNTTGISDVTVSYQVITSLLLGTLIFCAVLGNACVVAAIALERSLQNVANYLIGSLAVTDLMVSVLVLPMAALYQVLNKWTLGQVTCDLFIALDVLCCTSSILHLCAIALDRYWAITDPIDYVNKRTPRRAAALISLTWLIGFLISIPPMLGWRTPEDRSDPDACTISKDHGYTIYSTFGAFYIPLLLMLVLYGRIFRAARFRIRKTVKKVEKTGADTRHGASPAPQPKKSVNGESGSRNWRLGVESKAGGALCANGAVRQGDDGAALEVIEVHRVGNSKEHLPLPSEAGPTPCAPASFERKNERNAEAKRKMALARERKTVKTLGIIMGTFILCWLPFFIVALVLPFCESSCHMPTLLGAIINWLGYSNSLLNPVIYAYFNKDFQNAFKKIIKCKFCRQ
Cdc25B block – inhibitors of human Cdc25B phosphatase | recombinant Cdc25B, OMFP fluorescence Ex485/Em525 | hit rate 0.1% among 65,000 | P30305 | inhibition, %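 (compounds tested at 10 µM final in the well)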; in the data active = inhibition above about 50%
Hsp90 inh – displaces geldanamycin probe from tumor Hsp90. hit rate 0.35% among 64,000. NCI-N417 lysate Hsp90, Cy3B-geldanamycin FP displacement. P07900. AID 429. inhibition, % at 30 µM;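 active = inhibition above 50%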;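 also: 0% = tracer plus lysate wells and 100% = tracer alone without lysate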
FXIIa mix inh – factor XIIa (human) inhibition, mixture screen; purified FXIIa, fluorogenic substrate, pooled mixtures; inhibition, % at 5 µM; hit rate 0.2% among 62,000; AID 684; P00748;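 also: 0% = enzyme without compound and 100% = no enzyme blank; some results filed as inactive read as strong as hits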
FXIa inh mix – inhibitors of human coagulation factor XIa, pooled mixtures | purified FXIa, fluorogenic substrate | inhibition, % at 5 µM | hit rate 0.19% among 62,000 | AID 680;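 also: each value is inhibition by a whole ten-compound pool holding the compound; 0% = enzyme with no mixture and 100% = wells lacking enzyme; strong numbers were not always called active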
Target sequence (P03951 19-387 limits assumed): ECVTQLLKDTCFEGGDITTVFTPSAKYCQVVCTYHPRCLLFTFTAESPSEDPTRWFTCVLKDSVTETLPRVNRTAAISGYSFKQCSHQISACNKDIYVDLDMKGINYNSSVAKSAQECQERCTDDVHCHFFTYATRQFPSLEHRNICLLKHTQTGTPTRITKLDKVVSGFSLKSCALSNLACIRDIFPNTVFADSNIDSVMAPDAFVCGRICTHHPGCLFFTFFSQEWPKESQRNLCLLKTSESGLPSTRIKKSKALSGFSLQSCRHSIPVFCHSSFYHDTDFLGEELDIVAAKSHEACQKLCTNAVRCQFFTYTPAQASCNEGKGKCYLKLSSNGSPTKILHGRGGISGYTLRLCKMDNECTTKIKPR
Target sequence (P03951 388-625 limits assumed): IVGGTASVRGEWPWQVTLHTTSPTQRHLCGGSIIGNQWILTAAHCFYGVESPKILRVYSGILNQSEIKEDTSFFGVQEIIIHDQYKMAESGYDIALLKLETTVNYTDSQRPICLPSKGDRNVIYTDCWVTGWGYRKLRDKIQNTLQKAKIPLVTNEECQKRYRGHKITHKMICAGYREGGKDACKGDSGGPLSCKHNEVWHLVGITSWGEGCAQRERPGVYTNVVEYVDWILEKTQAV
* hit, by the source's call; . = not tested or not shown. Rule as the data show it, unless noted: active = inhibition above about 20% (passing the limit was not always enough); inactive = the rest.

SMILES	C1s block	CatG inh	CatL block	DUSP1 inh	5HT1a ag	Cdc25B block	Hsp90 inh	FXIIa mix inh	FXIa inh mix
CCCCOc1ccc(C(=O)Nc2ccc(N3CCN(C(=O)C(C)C)CC3)cc2)cc1	16	14	4	14	4.3	-17	3	1	7
Cc1cccc(OCC(=O)N2CCC(c3ccccc3)C2)c1 (configuration not stated)	-17	-12	0	-12	1.3	-9	0	-18	1
CC(=O)NCCn1c(SCC(=O)NCC2CCCO2)nc2ccccc2c1=O (configuration not stated)	4	1	3	4	0.3	-2	-5	-7	4
COC(=O)CCCCCC(CCC(=O)OC)NC(C)=O (configuration not stated)	9	5	.	13	-1.5	3	-1	-6	4
CCOC(=O)c1cc2c(=O)n3cccc(C)c3nc2n(CCc2ccccc2)c1=N	-55	-9	-29	-16	1.1	3	2	0	2
COCCn1c(=S)[nH]c2cc(OC)c(OC)cc2c1=O	5	7	.	4	-2.5	-10	0	8	2
CC(NC(=O)c1ccc2c(c1)OCCO2)C(=O)O (configuration not stated)	-12	3	18	-21	-3.2	1	-1	0	6
Cn1nnnc1SCC(=O)Nc1ccc(Cl)cc1Cl	9	9	.	-12	-3.1	-6	.	-16	3
Cc1cc(NC(=O)CSc2nnc3c(C)cc4cc(C)c(C)cc4n23)no1	-1	3	-1	21	0.0	3	4	2	10
O=C(O)c1c[nH]ccc1=O	2	-1	4	-22	-0.9	11	0	11	9
CCOC(=O)C1=C(C)NC(=O)NC1c1ccc(OCC(=O)Nc2ccccc2)c(OC)c1 (configuration not stated)	-30	-4	6	-1	0.8	-9	1	3	5
CCCCOC(=O)c1[nH]c(C)c(C(=O)OC)c1C	.	.	-12	-26	4.3	-25	0	.	.
CCOc1ccc(S(=O)(=O)NCC2CCCO2)c2cccnc12 (configuration not stated)	-95	-31	2	9	-2.5	-13	-8	5	-57
CCOC(=O)CSc1nc2c(sc3ccccc32)c(=O)n1CCCN1CCOCC1	-5	-2	-2	0	-0.4	-22	2	-16	11
Cc1nnc(SCC(=O)Nc2ncc3c(n2)CCCC3=O)s1	4	-2	1	-10	-3.6	0	3	11	3
COc1ccc2c(c1)c1c(n2C(C)=O)C(OC(C)=O)=NCC1	-72	-2	-11	-8	-2.0	-17	-4	0	-4
CC(C)=CC(=O)Nc1ccccc1Br	9	8	20	4	-1.9	-16	-3	10	0
Cn1c(CCN2CCCCC2)nc2cc(NS(=O)(=O)c3ccc(F)cc3)ccc21	-4	3	6	12	-1.2	-4	-5	6	19
CCCCCC(=O)N(CN1C(=O)CCC1=O)c1ccccc1	3	3	-1	-3	-2.7	-16	-4	-5	4
O=C1C2C(C(=O)N1CC1CCCO1)C1C=CC2C12CC2 (configuration not stated)	-1	9	3	11	.	-8	.	10	3
COc1ccccc1NC(=O)c1oc2ccc(C)cc2c1C	13	12	-1	1	-0.5	-3	-1	2	6
Cc1[nH]cnc1CSCCN	4	1	10	-31	-3.4	3	-1	5	0
CC1(C)Cc2nc3sc4c(=O)[nH]cnc4c3cc2CS1	-181	-14	.	12	1.5	-8	-23	-19	-18
CCN(CC)C(=O)CSc1ncnc2c(-c3cccs3)nsc12	9	9	8	10	3.1	-4	-14	11	2
Cc1cc(=O)n(C)c(=O)n1CCCCCN1CCCC1	3	10	-1	-4	-0.5	-2	4	-1	3
COc1ccc(N(CC(=O)N2CCCC(C)C2)S(=O)(=O)c2c(C)nn(C)c2C)cc1 (configuration not stated)	-190	-16	6	10	-2.7	-7	-3	3	-23
O=C(O)CC(NS(=O)(=O)c1cccc2nsnc12)c1ccc(F)cc1 (configuration not stated)	10	9	-6	11	-3.4	11	2	12	-1
Cc1ccc(Cn2ncc3c(N4CCN(c5ccccc5C)CC4)ncnc32)cc1	22*	20	5	18	2.8	-14	-3	4	13
O=C(CSc1ccc2nnc(-c3ccncc3)n2n1)Nc1ccc2c(c1)OCCO2	-5	9	13	2	0.0	-8	-5	5	-4
CCOC(=O)c1cc2sccc2n1CC(=O)c1ccc2c(c1)OCCO2	13	13	3	3	-0.8	8	-4	2	9
O=C(NCc1ccco1)c1cc(S(=O)(=O)N2CCOCC2)c(Cl)cc1Cl	-5	-3	.	1	-0.1	4	0	-20	8
CCOc1cc(C#N)c(NC(=O)CSc2nnnn2-c2ccc(OC)cc2)cc1OCC	-24	5	-3	25	-0.3	-13	-3	2	-4
O=C(CSc1nc(-c2ccncc2)nn1CC(=O)N1CCCCC1)NC1CCCC1	8	7	4	9	0.4	-3	.	2	3
CS(=O)(=O)Nc1ccc(C(=O)NCC2CCCO2)cc1 (configuration not stated)	13	11	-8	-8	-0.2	-9	-2	2	5
COCCn1c(N2CCN(c3ccc(OC)cc3)CC2)nc2c1c(=O)n(C)c(=O)n2C	1	-3	4	-16	2.0	3	5	-8	3
Cc1cccc(NC(=O)Cn2cnc3c(cnn3-c3ccc(F)cc3)c2=O)c1C	1	-1	.	7	-2.4	-13	-4	3	8
COc1ccc(N2CCN(c3nc(NC(C)(C)C)nc(N4CCCCC4)n3)CC2)cc1	-13	3	1	0	7.6	-14	-3	6	7
O=S(=O)(c1cc(Cl)ccc1Cl)N1CCCCC1	14	9	6	-10	1.7	3	-1	0	4
O=C(O)C1C2C=CC(C2)C1C(=O)NC1CCS(=O)(=O)C1 (configuration not stated)	6	7	12	-24	-0.6	-13	-1	-11	7
CCOc1ccccc1N(CC(=O)O)S(=O)(=O)c1ccccc1	-3	46	17	-4	-0.7	-5	-5	-5	40*
O=C(CN1CCOCC1)Nc1c2c(nc3ccccc13)N(Cc1ccccc1)CC2	-29	6	-107	0	2.1	9	-5	3	3
Cn1c(CNC(=O)C(C)(C)C)nc2ccccc21	-26	-8	14	5	-0.7	-12	.	-17	13
CCOC(=O)N1CCC(NC(=O)C2=C(C)C(=O)OC23CCC(C)CC3)CC1 (configuration not stated)	-6	-2	.	0	-3.8	-13	-1	5	8
CC(=O)Nc1ccc(S(=O)(=O)N2CCSC2c2ccc(Cl)cc2)cc1 (configuration not stated)	-10	-2	0	-1	-0.4	6	-1	0	3
CCCNC(=O)C(CC)NS(=O)(=O)c1ccc(OC)cc1 (configuration not stated)	-22	1	18	3	-3.2	4	-6	2	-6
Cc1cc(=O)[nH]c(S/C=C/c2ccccc2)n1	10	11	12	-17	-0.3	-3	2	8	4
CC(C)CCN1CC(C(=O)NCc2ccc(F)cc2)CC1=O (configuration not stated)	-26	-1	-10	2	-0.7	0	-1	2	8
CCOc1ccccc1C1C(C(=O)OC)=C(N)OC2=C1C(=O)CCC2 (configuration not stated)	-23	7	11	3	-1.2	-3	-2	-30	-2
COc1cccc2cc(C(=O)Nc3cccnc3N3CCOCC3)c(=O)oc12	5	1	4	8	-0.8	-16	0	12	9
O=C(O)c1cc2cc(Cl)cc(Cl)c2oc1=O	-3	3	0	-18	0.0	2	3	-3	11
COc1ccc(-c2nnn(CC(=O)N(CC(=O)NCCC(C)C)c3ccccc3)n2)cc1OC	-19	6	1	8	-0.2	0	-3	2	-3
Cc1nnc(SCC(=O)c2ccc(S(=O)(=O)N3CCOCC3)cc2)n1-c1ccccc1	1	-1	8	34	-3.8	-3	-2	8	0
O=C(O)C1CC(=O)N(C2CCCCCC2)C1 (configuration not stated)	-24	-6	5	-1	-3.4	-20	0	3	-5
COc1cc(OC)cc(C(=O)NCc2n[nH]c(=S)n2-c2ccccc2)c1	16	9	2	-2	0.3	-3	0	13	3
COc1ccc(-c2cn3c(n2)CCC3)cc1	8	12	23	-1	-2.6	-11	0	6	10
CCOC(=O)N1CCN(C(=O)CN(Cc2ccccc2)S(C)(=O)=O)CC1	-10	6	-6	24	-3.5	-6	-2	-21	3
CCc1cc(C(=O)N2CCOCC2)c(NC2=NS(=O)(=O)c3ccccc32)s1	-1	9	4	14	-4.6	-12	-1	7	1
COc1ccc(N2CCN(C(=O)c3ccc(NS(=O)(=O)c4ccccc4)cc3)CC2)cc1	-28	4	7	15	-0.1	-4	-3	-1	-3
O=C(Cn1nc(-c2ccc3c(c2)OCCO3)ccc1=O)Nc1ccc(N2CCOCC2)cc1	12	10	10	24	3.6	-1	-2	7	3
COc1ccc(S(=O)(=O)N2CCN(c3nc4ccccc4nc3-n3nc(C)cc3C)CC2)cc1	2	0	7	5	1.1	-9	-6	13	12

Of the compounds above, 5 have a thiophene ring, fused or not:
SMILES	C1s block	CatG inh	CatL block	DUSP1 inh	5HT1a ag	Cdc25B block	Hsp90 inh	FXIIa mix inh	FXIa inh mix
CCOC(=O)CSc1nc2c(sc3ccccc32)c(=O)n1CCCN1CCOCC1	-5	-2	-2	0	-0.4	-22	2	-16	11
CC1(C)Cc2nc3sc4c(=O)[nH]cnc4c3cc2CS1	-181	-14	.	12	1.5	-8	-23	-19	-18
CCN(CC)C(=O)CSc1ncnc2c(-c3cccs3)nsc12	9	9	8	10	3.1	-4	-14	11	2
CCOC(=O)c1cc2sccc2n1CC(=O)c1ccc2c(c1)OCCO2	13	13	3	3	-0.8	8	-4	2	9
CCc1cc(C(=O)N2CCOCC2)c(NC2=NS(=O)(=O)c3ccccc32)s1	-1	9	4	14	-4.6	-12	-1	7	1

Further results.
SMILES	C1s block	CatG inh	CatL block	DUSP1 inh	5HT1a ag	Cdc25B block	Hsp90 inh	FXIIa mix inh	FXIa inh mix
Cc1ncsc1CCSc1nc2ccccc2c(=O)n1C	.	.	.	-2	0.2	-18	-6	.	.
CC(C)c1ccc(NC(=O)C(c2ccccc2)N2CCN(C=O)CC2)cc1 (configuration not stated)	5	26	.	15	1.8	15	-7	3	3
O=C(O)c1ccc(N2C(=O)CC(Cc3ccccc3)C2=O)cc1 (configuration not stated)	5	5	.	.	0.8	.	.	1	1
CCOC(=O)c1ccccc1NC(=O)Cn1c(-c2nonc2N)nc2ccccc21	11	7	44	-1	-2.1	11	1	11	5
O=c1cc(CSc2nnc(-c3cccs3)n2Cc2ccccc2)nc2sc3ccccc3n12	-30	2	3	41	0.8	3	-6	1	1
Cc1nc2c(-c3ccccc3)c(C)nn2c(C)c1CCC(=O)O	4	1	31	-2	-4.0	-8	-3	2	9
Cc1ccccc1-n1c(=O)cc(N2CCC3(CC2)OCCO3)[nH]c1=O	.	.	.	-3	-0.5	-7	0	.	.
O=C(NCc1ccco1)c1cc(-c2cccnc2)nc2ccc(Cl)cc12	3	8	4	19	-0.6	-5	-19	10	0
CC1CCN(CCC(=O)Nc2ccc(Br)cc2)CC1	5	5	-2	-6	-5.2	4	-6	1	10
Cc1ccccc1NS(=O)(=O)c1cccc(-c2nnc(-c3ccccc3)o2)c1	-10	9	-3	-1	-1.2	2	1	6	4
CCN(CC)S(=O)(=O)c1ccc(NC(=O)CN(c2ccc(OC)cc2OC)S(C)(=O)=O)cc1	7	10	-1	18	2.5	-5	-1	-1	5
O=C(CN1C(=O)c2ccccc2S1(=O)=O)Nc1ccc(S(=O)(=O)N2CCCCCC2)cc1	-9	8	11	12	-1.2	-10	-6	5	-1
COc1ccccc1N1CCN(C(CNS(=O)(=O)c2cc(F)ccc2F)c2cccnc2)CC1 (configuration not stated)	4	-1	1	15	2.8	-3	-5	4	10
CCCCN(C)Cc1c(C)[nH]c2ccc(OCC)cc2c1=O	6	10	-12	1	-2.7	-12	-2	15	2
COc1ccc(Cn2nnnc2C(c2ccc(C)cc2)N2CCN(C3CCCC3)CC2)cc1 (configuration not stated)	-7	5	20	5	-4.0	-24	-4	4	-5
Cc1oc2c(CN(C)C)c(O)ccc2c(=O)c1-c1ccc2ccccc2n1	-2	8	-4	-3	-4.8	2	-2	-3	8
OCCN1CCN(Cc2cccc(Oc3ccc(Cl)cc3)c2)CC1	0	4	19	0	-0.1	-10	-2	1	6
Cc1ccc(N2C(=O)NC3(CCCCC3)C2=O)cc1	-25	-3	28	12	-2.0	2	0	17	4
